Screens deposited in PubChem by National Center for Advancing Translational Sciences (NCATS).
GAA glycogen mod = qHTS Assay for Inhibitors and Activators of Human alpha-Glucosidase Cleavage of Glycogen. Lysosomal alpha-glucosidase (Homo sapiens), P10253. recombinant GAA, glycogen substrate, Amplex Red glucose oxidase fluorescence. Potency, µM (series often up to 76.4 µM), inactives show at the top dose activity change, negative = inhibition, usual class: inhibitors. 300,000 tested, 0.38% active;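 also: 0% = full enzyme reaction and -100% = no-enzyme basal signal; the screen sought inhibitors and activators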
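qHTS, 1536-well; enzyme 4 nM final; cpd up to 77 uM; substrate bovine liver glycogen 30 ug; 50 mM citrate/phosphate pH 5.0, 0.01% Tween-20; 37 C, 40 min; Amplex Red detection 45 min RT; Hill fit → AC50.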
GoLoco inh red = qHTS Assay for Inhibitors of RGS12 GoLoco Motif Activity (Red Fluorophore). Guanine nucleotide-binding protein G(i) subunit alpha-1 (Homo sapiens), P63096. Gai1:RGS12 GoLoco peptide FP, rhodamine, 10 min. Potency, µM (highest dose often 61.6 µM), for inactives: top-dose activity, negative = inhibition, actives largely listed as inhibitors. 230,000 tested, 0.44% active. AID 880, 2007; active = well fitted inhibition curve with a large enough effect, not every such curve was filed as active; inactive = no such curve, though single readings can be large or run the other way; also: % is scaled to controls: 0 for no effect and ±100 for the full control effect; nearly all actives have a fitted effect of over 30% in size; many of its hits are not listed in these tables
Target sequence (P63096 whole entry, looked up): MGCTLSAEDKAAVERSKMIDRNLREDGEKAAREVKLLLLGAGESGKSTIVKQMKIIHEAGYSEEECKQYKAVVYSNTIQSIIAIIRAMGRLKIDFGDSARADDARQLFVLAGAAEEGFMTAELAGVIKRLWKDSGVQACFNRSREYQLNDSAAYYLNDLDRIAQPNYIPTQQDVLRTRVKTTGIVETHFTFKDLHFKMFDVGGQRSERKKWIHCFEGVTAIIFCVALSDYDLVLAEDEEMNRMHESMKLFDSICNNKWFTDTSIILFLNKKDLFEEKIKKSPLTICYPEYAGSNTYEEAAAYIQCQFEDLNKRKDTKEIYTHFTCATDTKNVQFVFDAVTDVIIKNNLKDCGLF
HTT aggregate = qHTS Multiplex Assay to Identify Dual Action Probes in a Cell Model of Huntington: Aggregate Formation (GFP) | 220,000 tested, 1.1% active | Potency, µM (series often up to 46.1 µM), for inactives: at the highest dose activity change, negative = inhibition, usual class: inhibitors | PC12 HttQ103-GFP aggregates, Acumen cytometry, 40 h; also: % is scaled to controls: 0 for no effect and ±100 for the full control effect; nearly all actives have a fitted effect of over 60% in size
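PC12 cells stably carrying ecdysone-inducible HTT exon 1 Q103–GFP were induced with tebufenozide (100 nM final) and treated with library compounds in titration. GFP aggregates in lysates were counted by laser scanning cytometry.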
GAA inh = qHTS Assay for Inhibitors of Human alpha-Glucosidase as a Potential Chaperone Treatment of Pompe Disease; AID 1466, 2008; Lysosomal alpha-glucosidase (Homo sapiens), P10253; purified human GAA, 4-MU-alpha-glucoside fluorescence; Potency, µM (top dose mostly 76.9 µM), without a hit: top-dose activity change, negative = inhibition, usual class: inhibitors; 200,000 tested, 0.005% active;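 also: plate controls were uninhibited enzyme wells for no effect and no-enzyme background for full effect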
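Compounds are titrated up to 77 uM against 4 nM human enzyme. Substrate 4-methylumbelliferyl-alpha-D-pyranoside (400 uM) reacts 20 min at room temperature in pH 5.0 buffer; liberated 4-methylumbelliferone is read at 440 nm.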
GAA spleen mod = qHTS Assay for Inhibitors and Activators of Human alpha-Glucosidase From Spleen Homogenate; Lysosomal alpha-glucosidase (Homo sapiens), P10253; human spleen homogenate, 4-MU-alpha-glucoside fluorescence; Potency, µM (series often up to 79.9 µM), for inactives: at the highest dose activity change, negative = inhibition, usual class: inhibitors; 240,000 tested, 0.006% active; AID 2112, 2009;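 also: 0% = enzyme with vehicle and -100% = no enzyme basal signal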
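Human spleen homogenate (1 ug) incubated with compounds and 1 mM 4-methylumbelliferyl-alpha-D-glucopyranoside in pH 5.0 citrate/phosphate buffer, 37 C, 40 min. Stopped at pH 10; 4-MU fluorescence (Ex 365/Em 440 nm); AC50 by Hill fit.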
HTT ATP protect = qHTS Multiplex Assay to Identify Dual Action Probes in a Cell Model of Huntington: Cytoprotection (ATP); PC12 HTT-Q103 induced, cytoprotection, ATP luminescence, 40 h; 230,000 tested, 0.14% active; Potency, µM (titrated, usually from 56.4 µM), without a hit: cytoprotection (ATP increase), usual class: activators;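 also: % of control where 0% means no effect; nearly all actives have a fitted effect of over 45% in size; toxic huntingtin expression switched on by the ecdysone agonist tebufenozide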
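Readout: ATPlite luminescence (ATP level). Model: stable PC12, inducible Htt exon1 Q103-GFP. Inducer: tebufenozide, 100 nM final. Compounds: dose series. No G418 in medium.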
IMPase Li inh = qHTS Assay for Identifying the Cell-Membrane Permeable IMPase Inhibitors: Potentiation with Lithium | CHO-M1 cells, IP1 TR-FRET (IP-One), carbachol + lithium | Potency, µM (top dose mostly 59.4 µM), inactives show at the top dose activity, negative = IMPase inhibition, usual class: inhibitors | 210,000 tested, 0.35% active | AID 1457, 2008;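 also: IP1 builds up when IMPase is blocked and the TR-FRET signal falls; plate controls were basal vehicle for no effect and high inhibitor control for full effect; nearly all actives have a fitted effect of over 50% in size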
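Readout is a homogeneous TR-FRET IP1 immunoassay (Ex 320, Em 665 and 620), where raised cytosolic IP1 lowers signal. Cells were CHO-M1 treated 30 min at 37C with test compounds plus a little lithium; AC50 values came from Hill-equation fitting.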
Active calls of the source: *; ? = inconclusive; . = not tested or not shown; & = joins results of further samples; [ ] = dose if it differs, or a comment. Unless noted, calls follow the shape of the dose curve; as a rule, active = well fitted curve in the direction sought with a large enough effect; inconclusive = small, poorly fitted or top-dose-only effect, or another doubt; inactive = no such curve, though single readings can be large; an effect the other way counts as inactive or inconclusive. Potency is read from the fitted curve at half-maximal effect. A portion of the library (hit frequency here may not be typical).

no.	compound	HTT aggregate	GAA spleen mod	GAA glycogen mod	IMPase Li inh
1	CC12CCC(C(=O)Nc3cc(Cl)ccc3Cl)(C(Br)C1=O)C2(C)C (stereo not drawn)	-6%	-9%	1%	7%
2	Nn1c(Cc2ccc(Br)cc2)n[nH]c1=S	22%	-1%	15%	0%
3	CCOC(=O)CNC(=O)/C=C/c1ccc2c(c1)OCO2	-4%	3%	8%	17%
4	COC(=O)c1cn(NC(=O)c2cc(OC)c(OC)c(OC)c2)c(=O)c2ccccc12	3%	-4%	1%	-2%[38.3 µM]
5	O=C(CSc1nc2ccccc2o1)Nc1nc(-c2ccccc2)cs1	11%	-3%	4%	-4%
6	COc1cc2c(C)c3c4c(cc(OC)c(OC)c4c2cc1OC)CCN3C	.	2%	.	24%
7	Cc1ccc(C)c(NC(=O)c2ccccc2Sc2ccc([N+](=O)[O-])cc2Cl)c1	-10%	-12%	11%	8%
8	CCc1ccccc1NC(=S)N(CCCN1CCOCC1)Cc1cccs1	-3%	-1%	-7%	20%
9	O=c1n(-c2ccccc2)c(=O)n2n1CC(O)C2	-24%	-2%	2%	-5%
10	Cc1ccc(S(=O)(=O)/N=C2/NC(=O)/C(=C/c3ccc(Br)o3)S2)cc1	-4%	3%	12%	5%
11	CC(C)(C)C(=O)OCC(=O)C1CCC2C3CCC4=CC(=O)CCC4(C)C3CCC12C (stereo not drawn)	27%	-3%	.	8%
12	O=C(COC(=O)c1ccccc1C(=O)N1CCN(c2ccccc2)CC1)NCc1ccccc1	11%[9.22 µM]	5%	-2%	7%

no.	GAA inh	HTT ATP protect	GoLoco inh red
1	1%	.	-7%
2	-2%	12%[10 µM]	3%
3	0%	-7%[10 µM]	129%[activator]
4	5%	-26%	6%
5	0%	-20%[10 µM]	9%
6	.	7%[1.9 µM]	3%
7	-2%	?	-3%
8	-9%	-11%[10 µM]	12%
9	3%	9%	-12%
10	1%	-2%[10 µM]	10%
11	.	2%	2%
12	-5%	-23%	12%

More records:
no.	compound	HTT aggregate	GAA spleen mod	GAA glycogen mod	IMPase Li inh
13	COc1c(/C=N/Nc2ccc(C(=O)O)cc2)c(CCN(C)C(C)=O)cc2c1OCO2	5%[9.22 µM]	0%	?	.
14	Fc1ccccc1NC(=S)Nc1ccc(CN2CCOCC2)cc1	7%	-1%	-3%	-2%
15	O=C(O)c1cccc(Cn2c(Cl)c(/C=N/NC(=O)c3ccccc3Cl)sc2=O)c1	5%	1%	4%	16%[38.3 µM]
16	CCNC(=O)NC(=O)C(C)Sc1nnc(COc2ccccc2Cl)o1 (stereo not drawn)	24%	1%	0%	16%[38.3 µM]
17	O=C(Cn1nc(CNc2ccc(Cl)cc2)[n+]2c1CCCCC2)c1ccc(Br)cc1	7%	1%	14%	23%
18	CCOc1ccccc1NC(=O)CCS(=O)(=O)c1ccc(OC)cc1	-16%	-4%	-5%	-6%
19	CCCCn1c(=O)c(C(=O)c2ccccc2)nc2ccccc21	9%	3%	-1%	5%[38.3 µM]
20	Cc1ccc(Oc2cc([N+](=O)[O-])cc3c2C(=O)Nc2ccccc2O3)cc1	-23%	-12%	-5%	13%
21	CCCCn1nnnc1SCC(=O)Nc1sc2c(c1C#N)CCCC2	?	-5%	4%	8%[38.3 µM]
22	COc1ccccc1OCCNc1cc(N2CCCCC2)ccc1[N+](=O)[O-]	?	-6%	-6%	9%
23	NS(=O)(=O)c1ccc(CNC(=O)c2csc3c2CCCC3)cc1	12%	5%	-2%	-8%
24	Cc1ccc(/C=C(\NC(=O)c2ccccc2)C(=O)NCC2CCCO2)o1 (stereo not drawn)	6%	1%	-10%	-2%

no.	GAA inh	HTT ATP protect	GoLoco inh red
13	.	1%[10 µM]	5%
14	-1%	5%	-3%
15	-11%	-5%	-13%
16	?	-8%	-3%
17	1%	-3%[10 µM]	8%
18	?	-32%[inhibitor]	-1%
19	-3%	-17%	3%
20	-1%	20%[10 µM]	59%[activator]
21	-1%	-15%[10 µM]	2%
22	3%	21%[10 µM]	-2%
23	4%	-18%	7%
24	-7%	-9%	9%

Profiles as entered above:
Nn1c(Cc2ccc(Br)cc2)n[nH]c1=S is entered as HTT aggregate = 22%; GAA spleen mod = -1%; GAA glycogen mod = 15%; IMPase Li inh = 0%; GAA inh = -2%; HTT ATP protect = 12%[10 µM]; GoLoco inh red = 3%
CCc1ccccc1NC(=S)N(CCCN1CCOCC1)Cc1cccs1 is entered as HTT aggregate = -3%; GAA spleen mod = -1%; GAA glycogen mod = -7%; IMPase Li inh = 20%; GAA inh = -9%; HTT ATP protect = -11%[10 µM]; GoLoco inh red = 12%
O=c1n(-c2ccccc2)c(=O)n2n1CC(O)C2 is entered as HTT aggregate = -24%; GAA spleen mod = -2%; GAA glycogen mod = 2%; IMPase Li inh = -5%; GAA inh = 3%; HTT ATP protect = 9%; GoLoco inh red = -12%

Just HTT ATP protect, GAA inh and GoLoco inh red, for some of the entries so far:
| nr | SMILES | HTT ATP protect | GAA inh | GoLoco inh red |
| --- | --- | --- | --- | --- |
| 11 | CC(C)(C)C(=O)OCC(=O)C1CCC2C3CCC4=CC(=O)CCC4(C)C3CCC12C (stereo not drawn) | 2% | . | 2% |
| 12 | O=C(COC(=O)c1ccccc1C(=O)N1CCN(c2ccccc2)CC1)NCc1ccccc1 | -23% | -5% | 12% |

Additional results:
no.	compound	HTT aggregate	GAA spleen mod	GAA glycogen mod	IMPase Li inh
25	CN(c1ccccc1)S(=O)(=O)c1ccc(NC(=O)c2ccc(-c3ccccc3)cc2)cc1	13µM*	-5%	-13%	18%[38.3 µM]
26	CCSCc1nnc(SCC(=O)Nc2nc(C)cs2)n1C	26%	-1%	9%	3%
27	NC1=NC[C@H](Cc2ccc(O)cc2)N1CCc1cc(C(F)(F)F)cc(C(F)(F)F)c1	-2%[9.22 µM]	-10%	2%	.
28	Cc1ccc(NC(=O)c2cc(-c3ccccc3)nn2-c2ccccc2)cc1	-10%	-10%	-1%	20%
29	CCCc1n[nH]c(=S)n1Cc1ccco1	-29%[9.22 µM]	2%	-4%	.
30	CCOc1cc(C2C(C(=O)OC)=CN(C3CCCC3)C=C2C(=O)OC)cc(Br)c1O	-10%	-2%	-3%	-24%[38.3 µM]
31	COc1ccc(OCC(=O)Nc2ccc(S(=O)(=O)N3CCOCC3)cc2)cc1	8%	9%	-8%	-3%[38.3 µM]
32	CC(C)C[C@H](NC(=O)OC(C)(C)C)C(=O)N1CCC(C(=O)O)CC1	4%	-7%	5%	-11%[38.3 µM]
33	COc1cc2c(cc1OC)C(C)N(C(=O)Cn1ncc3c1-c1cc(C)ccc1OC3)CC2 (stereo not drawn)	-7%	-10%	-15%	1%[38.3 µM]
34	CSCCC(N=CC1=C(O)CC(C)(C)CC1=O)C(=O)O (stereo not drawn)	11%	6%	4%	1%[38.3 µM]
35	Cc1sc2ncn(-n3c(C)ccc3C)c(=O)c2c1C	-11%	-11%	3%	-9%[38.3 µM]
36	CCCn1c(CCC(=O)O)nc2cc(S(=O)(=O)N3CCCC3)ccc21	-4%[9.22 µM]	-4%	1%	.

no.	GAA inh	HTT ATP protect	GoLoco inh red
25	3%	-37%	23%
26	-7%	10%[10 µM]	10%
27	.	-9%[10 µM]	4%
28	2%	16%[10 µM]	3%
29	.	11%[10 µM]	-15%
30	0%	-6%[0.074 µM]	-2%
31	-6%	-3%	-5%
32	3%	-15%	8%
33	0%	11%[10 µM]	4%
34	-5%	3%[1.9 µM]	5%
35	2%	5%	7%
36	.	27%[10 µM]	150%[activator]

The list goes on.
no.	compound	HTT aggregate	GAA spleen mod	GAA glycogen mod	IMPase Li inh
37	Cc1cc(C)cc(C(=O)N(C)[C@H](Cc2ccc(-c3ccccc3)cc2)C(=O)N[C@@H](Cc2c[nH]c3ccccc23)C(=O)O)c1	.	-1%&9%	.	8%
38	CC(C)(CNS(=O)(=O)c1ccc(F)cc1)CNS(=O)(=O)c1ccc(F)cc1	-6%	-3%	0%	26%[38.3 µM]
39	CCN(CC)C(=O)CSc1nc2ccccc2c(=O)[nH]1	27%	2%	.	25%[38.3 µM]
40	Cc1cccc(/C=N/n2c(C)cc(C)c(C#N)c2=O)c1	1%	1%	-6%	-8%
41	CCNC(=O)c1sc(-c2ccccc2)nc1C	-10%	-9%	-6%	1%[38.3 µM]
42	CC(=O)c1ccc(O)c(CO)c1	-12%	-12%	6%	14%[38.3 µM]
43	CCOC(=O)c1ccc(NC(=O)CSc2nnc(C)n2-c2ccccc2)cc1	11%	2%	-8%	6%[38.3 µM]
44	Cc1nn2cc(-c3ccc(Cl)cc3)nc2s1	-22%	-2%	-4%	23%[38.3 µM]
45	COc1cccc(OCCOc2cccc(/C=N/n3cnnc3)c2)c1	0%	-1%	-4%	3%
46	COc1ccc(-c2ccc(C(=O)O)c(=O)[nH]2)cc1	13%	1%	5%	3.2µM*
47	Cc1nc(N)sc1-c1csc(Nc2ncccn2)n1	?	-5%	-8%	3%
48	Cn1c(Cn2c(C(F)(F)F)nc3ccccc32)nc2ccccc21	12%	0%	18%	20%[38.3 µM]
49	CCOC(=O)c1cnc(-n2nc(C)cc2C)nc1NNc1nc(C)cc(C)n1	4%[9.22 µM]	5%	?	.
50	S=c1nc(-c2ccccc2Cl)n(Cc2cccnc2)c2c1CCCC2	-6%	-4%	5%	-7%

no.	GAA inh	HTT ATP protect	GoLoco inh red
37	.	-146%[inhibitor][1.9 µM]	5%
38	-15%	16%	11%
39	-4%	-12%	1%
40	-4%	6%[10 µM]	-9%
41	3%	-4%	-7%
42	-1%	10%	3%
43	7%	-2%	5%
44	-7%	-37%	-7%
45	-6%	-15%	23%
46	?	-68%[inhibitor]	-12%
47	-1%	2%[10 µM]	7%
48	1%	6%[10 µM]	3%
49	-6%	18%[10 µM]	6%
50	-14%	.	13%
